Screening results from PubChem.
GC-A act: GC-A (human) enzyme activation | P16066 | HEK293 GC-A cells, cGMP TR-FRET, EC30 ANP; 0% at EC30 ANP, 100% saturating ANP | activation, % at 10 µM | 370,000 tested, 0.14% active | AID 1671463; in the data active = activation above about 40%
Target sequence (P16066 whole entry, looked up): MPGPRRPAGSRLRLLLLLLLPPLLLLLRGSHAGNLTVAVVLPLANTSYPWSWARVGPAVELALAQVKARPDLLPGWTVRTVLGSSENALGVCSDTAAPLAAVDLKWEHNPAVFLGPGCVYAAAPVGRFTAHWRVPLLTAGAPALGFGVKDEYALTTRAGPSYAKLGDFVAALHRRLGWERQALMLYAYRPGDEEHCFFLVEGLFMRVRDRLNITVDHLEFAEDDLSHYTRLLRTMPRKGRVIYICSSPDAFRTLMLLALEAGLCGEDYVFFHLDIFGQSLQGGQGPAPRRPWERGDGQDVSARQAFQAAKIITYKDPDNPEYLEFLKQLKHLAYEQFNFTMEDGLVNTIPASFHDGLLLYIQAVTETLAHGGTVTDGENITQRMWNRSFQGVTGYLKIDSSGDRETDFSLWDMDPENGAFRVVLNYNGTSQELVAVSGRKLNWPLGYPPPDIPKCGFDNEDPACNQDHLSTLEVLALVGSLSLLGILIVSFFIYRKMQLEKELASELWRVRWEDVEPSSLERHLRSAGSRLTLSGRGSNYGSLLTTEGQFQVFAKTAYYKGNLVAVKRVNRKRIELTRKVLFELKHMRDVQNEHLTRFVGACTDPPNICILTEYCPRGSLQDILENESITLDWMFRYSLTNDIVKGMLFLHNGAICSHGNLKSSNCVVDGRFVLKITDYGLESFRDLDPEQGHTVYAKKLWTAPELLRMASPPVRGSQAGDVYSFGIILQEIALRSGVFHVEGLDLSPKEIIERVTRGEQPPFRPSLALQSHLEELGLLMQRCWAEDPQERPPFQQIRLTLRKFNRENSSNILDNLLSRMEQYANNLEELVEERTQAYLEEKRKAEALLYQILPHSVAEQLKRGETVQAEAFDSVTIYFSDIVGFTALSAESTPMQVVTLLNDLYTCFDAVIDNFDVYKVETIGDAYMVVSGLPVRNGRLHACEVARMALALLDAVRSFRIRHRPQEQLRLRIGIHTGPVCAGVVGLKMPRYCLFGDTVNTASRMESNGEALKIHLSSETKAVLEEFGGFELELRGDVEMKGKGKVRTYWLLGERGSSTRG
KLK7 zymogen act: proKLK7 (human) activation, primary screen; purified proKLK7, EDANS-DABCYL substrate fluorescence; 100% is mature enzyme control, 0% vehicle; 370,000 tested, 0.9% active; P49862; activation, % at 7 µM;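 active = activation above the mean of all tested compounds plus 3 SD, computed per campaign excluding outliers beyond control limits, cut at about 13% in these data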
ARFGAP1 inhibitor: inhibits rat ARF GTPase activating protein 1. Arfgap1-stimulated ARF1 GTP hydrolysis, GDP FP detection. inhibition, % at 16.5 µM. 360,000 tested, 0.26% active. AID 651572;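 active = inhibition above a per-plate limit, mean inhibition of low control wells plus 3 SD, cut at about 25% in these data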;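 also: 0% = DMSO wells with enzyme and 100% = wells lacking Arfgap1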
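System: truncated rat Arfgap1 GAP domain / Medium: HEPES-based buffer, pH 7.5 / Also added: N-terminally truncated human ARF1-GTP substrate / Incubation: enzyme reaction 120 min at 25 °C after 20 min preincubation / Measured by: FP of antibody-bound GDP Alexa 633 tracer, ex 620/em 688 nm / Replicates: singlicate, each compound tested once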
ADAM10 inh: ADAM10 inhibition, QFRET primary screen; recombinant ADAM10, EDANS/DABCYL FRET peptide cleavage, 3 h; 370,000 tested, 0.62% active; AID 720582; O14672; inhibition, % at 7 µM;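 active = inhibition above a per-campaign cutoff equal to the mean of compounds falling between control-based bounds plus 3 SD, cut at about 20% in these data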;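 also: 0% = DMSO wells while the 100% control is not disclosed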
ASAP1 inh: ASAP1 ArfGAP inhibition; Q9ULH1; ASAP1-stimulated ARF1 GTP hydrolysis, GDP FP detection; inhibition, % at 16.5 µM; 360,000 tested, 0.19% active; AID 624377; in the data active = inhibition above about 25%;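 also: 0% = vehicle with enzyme and substrate and 100% = no enzyme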
sPLA2-III inh: Inhibits HGIII-sPLA2 liposome hydrolysis, primary screen | Q9NZ20 | QFRET BODIPY PC-A2 liposome hydrolysis, fluorescence | inhibition, % at 12.2 µM | 370,000 tested, 0.56% active | AID 743126;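 active = inhibition above mean plus 3 SD of compounds lying within the high and low control bounds, cut at about 19% in these data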;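 also: 0% = median of test compound wells and 100% = no enzyme DMSO wells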
DDE Tn6 FP inh: DD(E)-Tn6 binding inhibition, primary FP screen | P02675 | Fibrin DD(E) TRITC-Tn6 fluorescence polarization displacement | inhibition, % at 8.3 µM | 370,000 tested, 0.21% active | AID 720509;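 active = inhibition above a per-campaign cutoff: mean of compounds within control limits plus 3 SD, cut at about 15% in these data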;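 also: 0% = median of all compound wells on the plate and 100% = blocking peptide control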
rCAG binder: r(CAG) repeat RNA binding. TO-PRO-1 dye displacement fluorescence. inhibition, % at 3 µM. 370,000 tested, 1.3% active. AID 651821;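 active = inhibition above the plate cutoff, the mean of all test compounds on that plate plus 3 SD, cut at about 35% in these data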;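 also: 0% = DMSO alone and 100% = 100 µM mitoxantrone as full dye displacement; higher means more dye released from RNA so lower well fluorescence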
GAA850 FXN act: frataxin GAA850 promoter activation. HEK293 lucGAA850 FXN promoter luciferase reporter, 24 h; percent of 10 µM SAHA response. activation, % at 6 µM. 360,000 tested, 0.56% active. AID 540364;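 active = activation above the average of all compounds screened plus 3 SD, cutoff fixed separately per campaign, cut at about 7.5% in these data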;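 also: 0% = DMSO wells and 100% = 10 µM SAHA wells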
NPR2 activator: GC-B (human) receptor activation; 370,000 tested, 0.11% active; AID 1920062; P20594; activation, % at 10 µM; HEK293-GC-B cells, CNP EC30, cGMP TR-FRET; 0% at EC30 CNP, 100% saturating CNP;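 active = activation at 10 µM reaching about 35% in either raw or pattern-adjusted values, limit read from the data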
Numbers without * were called inactive; i = inactive; / = not tested or not shown.

Second line of a record – GC-A act | KLK7 zymogen act | ARFGAP1 inhibitor | ADAM10 inh | ASAP1 inh | sPLA2-III inh | DDE Tn6 FP inh | rCAG binder | GAA850 FXN act | NPR2 activator
- COc1ccc(OC(=O)c2ccc3nsnc3c2)cc1
 : -1 | -0.1 | 4 | 6 | 3 | 3 | -4 | -1 | -0.8 | -8
- CC1CCC(NC(=O)CCCCn2c(=O)[nH]c3ccsc3c2=O)CC1 (stereo not given)
 : -1 | -0.2 | -5 | 0 | -1 | -2 | 7 | 8 | 3.7 | -3
- CCN(CC)Cc1cc(CC(C(N)=O)C(N)=O)ccc1OC
 : 2 | -0.5 | -1 | -5 | 4 | 0 | -1 | 2 | 1.9 | 1
- C=CCn1c(SCC(=O)NCc2ccco2)nc2sc3c(c2c1=O)CCC3
 : -1 | -0.6 | 7 | -8 | -4 | 2 | 6 | -1 | 2.2 | 0
- CCOCC(=O)Nc1nc2ccc(C)cc2s1
 : 5 | 0.2 | 0 | 5 | -3 | -4 | 1 | -2 | 0.6 | 0
- COc1ccc(-n2c(C)cc(/C=C3\C(=N)N4N=C(CC(=O)N5CCOCC5)SC4=NC3=O)c2C)c(OC)c1
 : 2 | 0.7 | 8 | 0 | -4 | -30 | -6 | 33 | -1.4 | 1
- O=C(O)c1cccc(N2C(=O)c3ccc4c5c(ccc(c35)C2=O)C(=O)N(c2cccc(C(=O)O)c2)C4=O)c1
 : 1 | -0.1 | -9 | -5 | -5 | -3 | 3 | 4 | -1.6 | -4
- CC(=O)c1ccc(N2CCN(C(=O)c3ccc(Cn4c(=S)[nH]c5ccc(N6CCOCC6)cc5c4=O)cc3)CC2)cc1
 : 2 | -16 | 8 | -195 | 6 | 1 | -2 | 13 | 0.7 | -2
- COc1ccc(/C=C2\CCCc3c2nc2ccc(C)cc2c3C(=O)O)cc1O
 : 6 | 1.3 | -14 | -30 | 3 | 5 | -8 | 6 | -1.1 | 0
- COc1ccccc1CN(CC(=O)NCc1ccc(F)cc1)C(=O)c1csnn1
 : 2 | 0.7 | 4 | 6 | -5 | 3 | 3 | 0 | -1.3 | -3
- CC(C)(O)CC[C@@H](O)[C@](C)(O)[C@H]1CC[C@@]2(O)C3=CC(=O)[C@@H]4C[C@@H](O)[C@@H](O)C[C@]4(C)[C@H]3CC[C@]12C
 : 3 | 0.4 | 6 | -7 | -5 | 6 | 8 | 0 | 1.0 | 2
- CCOc1ccc(CCNC(=O)COC(=O)Cn2cnc3c2c(=O)n(C)c(=O)n3C)cc1OCC
 : 0 | -0.3 | -18 | 1 | -7 | 3 | 6 | -7 | 0.7 | 2
- CCCCOc1ccc(CSc2nnc(C)n2N)cc1[N+](=O)[O-]
 : 0 | -0.1 | -2 | 2 | 3 | 7 | 2 | -2 | 0.9 | 4
- COc1ncnc(OC)c1NC(=O)c1ccc(F)cc1
 : 3 | 0.1 | 9 | -2 | -3 | 0 | -5 | 2 | -0.4 | 0
- Cc1cc(OC(=O)c2cccc(F)c2)c([N+](=O)[O-])c(=O)[nH]1
 : 1 | -0.1 | -2 | 0 | -10 | 7 | -5 | -1 | 1.2 | 5
- COc1ccc2nc(C)c3c(c2c1)OC(C)C3 (stereo not given)
 : 10 | 2.8 | -2 | -75 | -4 | 9 | -9 | 1 | 0.1 | -4
- CCOC(=O)c1cc(=O)n2nc(-c3ccccc3F)nc2s1
 : 1 | 0.3 | 1 | -6 | -6 | 10 | -4 | -2 | 3.2 | -3
- O=C(C[n+]1cc(-c2ccccc2)n2c1CCC2)Nc1nc(-c2ccc(F)cc2)cs1
 : 3 | -0.3 | 17 | 2 | 3 | -6 | -1 | 20 | -1.1 | 2
- CN(c1ccccc1)c1ccc(/C=N/N2CCOCC2)cc1
 : -4 | 1.2 | -8 | -13 | 7 | -4 | 3 | 1 | 7.9* | 5
- COc1cc2cc(C(=O)O)[nH]c2c(OC)c1OC
 : / | 0.1 | 4 | -69 | -3 | 3 | 3 | -2 | 0.7 | /

(cont.)
Second line of a record – GC-A act | KLK7 zymogen act | ARFGAP1 inhibitor | ADAM10 inh | ASAP1 inh | sPLA2-III inh | DDE Tn6 FP inh | rCAG binder | GAA850 FXN act | NPR2 activator
- Cc1cc(Cl)ccc1OC(C)C(=O)NC(C)C1CCCO1 (stereo not given)
 : 4 | 0.5 | -4 | -3 | 3 | 7 | 7 | -9 | -2.7 | -1
- Nc1nc2c(nc(Br)n2[C@@H]2O[C@@H]3COP(=O)(O)O[C@H]3[C@H]2O)c(=O)[nH]1
 : 116* | -0.2 | -6 | 3 | -14 | -5 | -3 | 2 | 0.6 | 114*
- Cc1cc(C(=O)N/N=C/c2ccncc2)c(C)o1
 : 0 | -0.3 | 7 | -6 | 7 | -1 | 2 | 2 | 2.8 | 12
- CCOC(=O)c1cccc(-c2ccc(C=O)o2)c1
 : 2 | 2.1 | 8 | 3 | -9 | 8 | 3 | 4 | 3.9 | 3
- Cc1ccc2oc(C(=O)N(Cc3ccc(N(C)C)cc3)CC3CCCO3)c(C)c2c1 (stereo not given)
 : -1 | -0.6 | 0 | 8 | 5 | 8 | -3 | -2 | 2.2 | 4
- CCc1ccccc1N(CC(=O)NCCc1ccccc1)C(=O)CCC(=O)Nc1ccccn1
 : -8 | -0.5 | -8 | -1 | -5 | -1 | 5 | -8 | -1.8 | -13
- O=C(c1ccc(Cl)cc1)N1CCC2CC1c1cc(-c3ccccc3)ccc12 (stereo not given)
 : 8 | 0.9 | -17 | 3 | -9 | -1 | 0 | 6 | -0.6 | -6
- Cc1onc(-c2ccccc2Cl)c1C(=O)NCc1cccnc1
 : 1 | -0.3 | 4 | -1 | -2 | -3 | 2 | 0 | 0.2 | 0
- CCc1ccc(NC(=O)/C(C#N)=C/c2cc3ccc(C)cc3nc2N2CCOCC2)cc1
 : 3 | -0.1 | -7 | -3 | -1 | -14 | 0 | 3 | -0.4 | -5
- Cc1ccc(CS(=O)Cc2ccc(C(=O)NCC(C)c3ccccc3)o2)cc1 (stereo not given)
 : -4 | 0.0 | -7 | 7 | -2 | 1 | -3 | -5 | -0.1 | -3
- O/N=C1/CCc2nonc2/C1=N/O
 : 2 | -0.5 | 4 | -2 | -5 | -2 | -1 | 5 | -1.0 | 2
- Cc1nn(CC(=O)c2ccc3c(c2)OCCO3)c(=O)c(C#N)c1C
 : -3 | 0.1 | 3 | -13 | 5 | -9 | -2 | 6 | -1.9 | 2
- CN1C=CC=C/C1=C1/N=C(c2ccccc2)OC1=O
 : 1 | -0.1 | 4 | -4 | 0 | -4 | -1 | -1 | 0.7 | 6
- Cc1ccccc1C(=O)N1CCC[C@@H]1C(=O)N1CCC[C@H]1C(=O)NCc1ccccc1
 : 2 | 0.3 | 6 | -2 | -7 | 14 | 10 | -2 | / | 6
- CC(C)CNS(=O)(=O)c1ccc(CCC(=O)NC2CCCCC2)cc1
 : 1 | -0.1 | -1 | -7 | -5 | -1 | 0 | -1 | 0.1 | -2
- O=C(O)CC1COc2ccccc2N1C(=O)c1ccccc1Cl (stereo not given)
 : 1 | 0.0 | 8 | -10 | -7 | 6 | 3 | -3 | 1.4 | 1
- O=C(c1cc2ccccc2o1)N1CCN(S(=O)(=O)c2ccc(F)c(F)c2F)CC1
 : 0 | -0.8 | -1 | -7 | 16 | 1 | -3 | 5 | 1.4 | -10
- Cc1ccc(N=Nc2ccc3ccccc3c2O)cc1
 : 13 | 0.1 | 9 | -6 | -14 | 20* | 9 | -3 | -6.2 | 1
- C(=C\c1ccccc1)/CSc1nnc(-c2ccncc2)n1Cc1ccco1
 : -4 | -0.2 | -1 | 0 | -5 | -7 | 1 | 7 | -1.0 | 11
- CC(=O)Nc1ccc(C(=O)N(C)c2ccccc2)cc1
 : 3 | -1.0 | -1 | 3 | -18 | 15 | -3 | 5 | 0.4 | -1

Going on with the list:
Second line of a record – GC-A act | KLK7 zymogen act | ARFGAP1 inhibitor | ADAM10 inh | ASAP1 inh | sPLA2-III inh | DDE Tn6 FP inh | rCAG binder | GAA850 FXN act | NPR2 activator
- NS(=O)(=O)c1cccc(NC(=O)CSc2nn(-c3ccccc3)c(=S)s2)c1
 : -1 | 0.1 | -1 | 5 | 6 | -11 | -3 | 4 | 0.9 | 6
- CS(=O)(=O)c1ccc(NC(=O)c2cccc(S(=O)(=O)N3CCN(Cc4ccccc4)CC3)c2)cc1
 : -1 | 0.8 | 0 | 12 | -20 | -3 | -5 | 11 | -0.4 | -3
- Cc1nonc1CN(C)C(=O)CC1C(=O)NCCN1Cc1cccc(C(F)(F)F)c1 (stereo not given)
 : 0 | 1.1 | -1 | -17 | -2 | 0 | -3 | -6 | -0.1 | -1
- S=c1[nH]nc(C2CCCCC2)n1/N=C/c1ccc(Br)s1
 : -4 | 0.5 | -5 | 3 | 17 | 8 | 8 | 3 | 1.5 | -2
- COc1ccccc1C(=O)C1CCCN(Cc2ccc3c(c2)OCCO3)C1 (stereo not given)
 : -8 | 0.2 | 4 | -1 | -5 | -3 | -3 | -6 | 4.4 | 1
- COc1cc2c(cc1OC)CN(Cc1cc(=O)n3c(-c4ccccc4)csc3n1)CC2
 : 3 | 33* | 7 | i | -14 | -2 | -1 | 7 | 2.2 | -5
- COc1ccc(C(=O)Nc2ccc3c(c2)C(=O)c2ccccc2C3=O)cc1OC
 : -1 | -0.2 | 5 | -3 | 27* | 2 | 5 | 5 | 3.1 | -2
- COC(=O)\C(C(C)=O)=C(/C=C/C=C/C=C/N(C)C)N(C)C
 : -3 | 0.4 | 7 | -9 | -8 | -3 | 8 | 22 | -0.2 | 5
- O=C(O)CN1C(=O)C(=O)N(Cc2cccc(F)c2)C1=O
 : 1 | -0.2 | 0 | 1 | -6 | 2 | 5 | 1 | -0.7 | 1
- CC(C)c1nc(C#N)c(NCCCn2ccnc2)o1
 : 2 | -0.3 | -29 | 6 | 5 | 5 | 4 | -3 | 0.5 | 2
- O=C1C2CC=CCC2C(=O)N1c1ccc(OCC(O)Cn2nnc3ccccc32)cc1 (stereo not given)
 : 0 | 0.3 | -8 | -4 | 1 | -12 | -3 | 2 | -3.7 | -1
- CCCOC(=S)N/C(=N\S(=O)(=O)c1ccccc1)c1ccccc1
 : 4 | 0.4 | 12 | 3 | 3 | 3 | -2 | -1 | -0.8 | 5
- Cc1ccccc1-c1cnc(C(O)c2c(C)ccc3ccccc23)[nH]1 (stereo not given)
 : -2 | 0.4 | -2 | -10 | 3 | -9 | -6 | 2 | -1.8 | -6
- Cc1ccc(O)c(NC(=O)c2ccc3c(c2)C(=O)N(Cc2cccnc2)C3=O)c1
 : -4 | -0.2 | 0 | -3 | -5 | 11 | 4 | -1 | 3.9 | 0
- S=C(NCc1ccco1)N/N=C/c1ccccc1Cl
 : 0 | -0.2 | -3 | 2 | -2 | 13 | 3 | 1 | 1.9 | -1
- COc1cc2c(cc1OC)C1=NC(=O)CN1C(SCc1ccc(C)cc1)=N2
 : 3 | -0.2 | -3 | -44 | 10 | -10 | 3 | 14 | -0.4 | -1
- CC(C)(C)C(=O)NCCc1nc2ccccc2n1CC(=O)c1ccccc1
 : -4 | 0.1 | -5 | -9 | 9 | 1 | -1 | 1 | 0.7 | 0
